# Screens (PubChem)
# PfHsp90 set2 = inhibits growth of yeast expressing Plasmodium falciparum Hsp90; S. cerevisiae expressing PfHsp90, BacTiter-Glo ATP, 48 h; yeast lacking PDR1 and PDR3 efflux regulators; inhibition, % at 9.4 µM; hit rate 0.32% among 310,000; AID 504621;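 active = every replicate shows inhibition above about 80%, whatever the replicate mean, limit read from the data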;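 note: 0% = DMSO neutral controls and 100% = 20 µM radicicol positive controls; yeast relying on Plasmodium falciparum Hsp90 in place of its own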
# OPRM1-OPRD1 inv = inverse agonist of human OPRM1-OPRD1 heterodimerization | cell-based MOR-DOR heterodimer luminescence, inverse agonism | inhibition, % at 9.3 µM | hit rate 0.21% among 340,000; in the data active = inhibition above about 22%, passing the limit was not always enough;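 note: 0% = cells with DMSO and 100% = wells without cells with DMSO; values of inactives mirror those of a sister screen read the other way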
# AddAB inh = less growth of phage-infected E. coli with AddAB; E. coli expressing H. pylori AddAB, absorbance growth; inhibition, % at 11.9 µM; AID 435030; hit rate 0.29% among 330,000; in the data active = inhibition above about 12%;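 note: 0% = vehicle wells of infected cells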
# E coli growth = bacterial growth inhibition, counter-screen for AddAB inhibitors; E. coli V3065 growth, OD600 absorbance, 18 h; AID 449728; hit rate 0.27% among 330,000; inhibition, % at 11.9 µM;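 active = inhibition above the campaign's mean inhibition across all tested compounds plus 3 SD, cut at about 9.9% in these data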;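 note: uninfected addAB+ strain grown without phage in ampicillin broth; 0% = DMSO wells and 100% = ciprofloxacin 0.95 µg/ml wells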
# PKA-R1A act = activates the PKA-R1A holoenzyme complex; activation, % at 11.4 µM; P00514+P68181; PKA-R1A dissociation, Cy5-IP20 fluorescence polarization; scaled: DMSO 0%, 113 µM cGMP 100%; hit rate 0.083% among 340,000;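 active = percent activation above the mean of all tested compounds plus 3 SD, cut at about 19% in these data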;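 note: higher means more PKAc released from R1A so a rise in polarization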
# MOR-DOR ag = agonists of human mu-delta opioid receptor heterodimerization; AID 504326; P35372+P41143; cells, OPRM1-OPRD1 heterodimerization, luminescence; hit rate 0.3% among 340,000; activation, % at 9.3 µM; in the data active = activation above about 18%;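 note: 0% = vehicle-treated cells and 100% = reference agonist; values of inactives mirror those of a sister screen read the other way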
# Tat transport = inhibitors of E. coli Tat protein transport; E. coli MC4100 TorA-mCherry Tat export, fluorescence; inhibition, % at 10 µM; hit rate 0.036% among 340,000;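 active = mean replicate inhibition at least 50% and at least half of replicates individually reaching 50%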;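 note: exported cargo escapes ClpAP degradation while cytoplasmic cargo is degraded and loses fluorescence; 0% = median of neutral control wells and 100% = median of NaSCN control wells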
# Pemphigus Ab inh = blocks pemphigus antibody binding to human desmoglein-3; P32926; DSG3-coupled beads, scFv-anti-DSG3-GFP binding, flow cytometry; active compounds read low; binding (percent of control), % at 10 µM; hit rate 0.48% among 310,000;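 active = binding more than 3 SD below its plate's average and above zero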;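 note: hits lower antibody fragment binding to DSG3; some compounds called inactive have numbers as strong as hits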
# Target sequence (P32926 whole entry, looked up, the tested form may be a part): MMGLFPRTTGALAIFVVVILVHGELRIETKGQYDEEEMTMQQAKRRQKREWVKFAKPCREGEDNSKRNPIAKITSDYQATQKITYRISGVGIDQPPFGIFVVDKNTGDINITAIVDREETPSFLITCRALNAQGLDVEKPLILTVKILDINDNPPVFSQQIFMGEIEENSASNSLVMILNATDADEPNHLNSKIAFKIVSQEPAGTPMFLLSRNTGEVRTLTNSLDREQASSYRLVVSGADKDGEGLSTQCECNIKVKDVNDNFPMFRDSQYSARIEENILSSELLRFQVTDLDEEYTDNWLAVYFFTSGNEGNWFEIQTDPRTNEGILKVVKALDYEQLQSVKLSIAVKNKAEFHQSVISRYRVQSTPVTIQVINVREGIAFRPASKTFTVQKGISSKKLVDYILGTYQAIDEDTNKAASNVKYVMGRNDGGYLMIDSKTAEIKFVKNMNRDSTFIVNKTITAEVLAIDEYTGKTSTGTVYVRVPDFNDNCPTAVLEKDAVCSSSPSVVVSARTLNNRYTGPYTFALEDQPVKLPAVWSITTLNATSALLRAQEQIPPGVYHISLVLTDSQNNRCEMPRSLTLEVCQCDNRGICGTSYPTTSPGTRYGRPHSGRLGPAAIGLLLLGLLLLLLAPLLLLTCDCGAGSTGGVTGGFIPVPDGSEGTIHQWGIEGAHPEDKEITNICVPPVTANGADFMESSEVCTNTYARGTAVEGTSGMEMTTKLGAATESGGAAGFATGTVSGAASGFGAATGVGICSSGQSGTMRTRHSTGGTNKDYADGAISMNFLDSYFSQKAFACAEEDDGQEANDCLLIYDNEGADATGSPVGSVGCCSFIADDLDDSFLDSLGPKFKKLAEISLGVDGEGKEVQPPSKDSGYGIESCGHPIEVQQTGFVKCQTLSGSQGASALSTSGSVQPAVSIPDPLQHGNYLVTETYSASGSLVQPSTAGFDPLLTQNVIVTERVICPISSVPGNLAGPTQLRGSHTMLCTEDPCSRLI
# Arr AP2 block = human beta-arrestin and AP2 interaction inhibition; FITC-arrestin peptide / GST-AP2 beads, flow cytometry; AP2 beta2 appendage carries R879A mutation; inhibition, % at 10 µM; hit rate 0.31% among 340,000; AID 504490;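 active = inhibition above a set limit, near 3 SD of compounds lacking own fluorescence, cut at about 54% in these data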;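 note: plate controls were DMSO wells for no effect and 5 µM unlabelled arrestin peptide for full effect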
#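 Test system: GST-tagged AP2 beta2-adaptin appendage (R879A) on 4 µm glutathione beads; also added: fluorescein-tagged arrestin peptide at 50 nM final; timing: 12 min plus 1 h, RT; signal: flow cytometry, FL1 (488/535 nm); read-out: percent drop in bead-associated FITC signal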
# phage Ecoli inh = E. coli growth loss with phage present | growth absorbance | inhibition, % at 11.9 µM | hit rate 0.26% among 360,000 | AID 651602; in the data active = inhibition above about 11%
# Mot1-301 SUMO = blocks SUMOylation pathway, rescuing yeast Mot1-301 growth | S. cerevisiae Mot1-301 growth rescue, ATP luminescence, 38.5C; percent above DMSO median, 100 means doubled | growth rescue, % at 18.8 µM | hit rate 1% among 320,000 | AID 2716;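 active = every valid replicate shows activation above 250% relative to neutral control wells; inactive = the rest, any valid replicate at or below 250%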;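 note: OY570 slx delta 5 strain wells were the positive control but not used for scaling; some compounds called inactive have numbers as strong as hits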
# * = called active by the depositor; i = inactive; nt = not tested or not shown.
SMILES,PfHsp90 set2,OPRM1-OPRD1 inv,AddAB inh,E coli growth,PKA-R1A act,MOR-DOR ag,Tat transport,Pemphigus Ab inh,Arr AP2 block,phage Ecoli inh,Mot1-301 SUMO
COc1ccccc1CCNC(=O)C(=O)NCC1OCCN1S(=O)(=O)c1ccc(Cl)cc1 (centres undefined),-21,7,0.2,1.7,-5,-1.2,0,113,1,-0.7,-8
Cc1nc(N)c(C#N)c(-c2ccccc2Cl)c1C,24,3,0.5,1.2,-9,-0.5,18,nt,1,2.0,5
CN1C(=O)N(c2cccc3ccccc23)C(n2cncn2)C1(C)C (centres undefined),-13,5,-0.8,0.6,2,-0.8,-6,nt,11,1.8,nt
O=C(C1CCN(Cc2ccc(F)cc2)CC1)N1CCN(C/C=C/c2ccccc2)CC1,-12,5,0.5,-0.3,8,-0.8,22,53,3,-0.3,2
Cc1ccc2c(c1)nnn2C1CCN(CC(=O)N2CCN(c3ccc(F)cc3)CC2)CC1,18,11,3.1,0.6,-10,-1.9,3,107,5,1.4,85
CCOC(=O)N1CCN(C(=O)C2CCN(Cc3cccc(OCc4ccccc4)c3)CC2)CC1,-15,-8,2.3,0.5,0,1.4,8,94,18,-1.0,7
Cc1ccc(-c2nc3ccccc3c(=O)n2O)cc1,24,19,-1.4,-1.6,4,-4.3,2,102,33,-1.3,-19
Cc1ccccc1NS(=O)(=O)c1cc2c(cc1C)N(C)CCO2,13,1,-4.8,-0.7,0,-0.3,4,105,1,2.7,-4
O=C(/C=C/c1ncc(C(F)(F)F)cc1Cl)OCc1ccccc1,1,-2,0.1,-1.4,5,0.4,1,106,-3,5.4,108
O=C1COc2cccnc2N1,nt,9,1.0,-1.5,-3,-1.8,-2,98,7,0.6,-13
O=C(CN(C(=O)CCC(=O)Nc1nccs1)c1ccccc1F)NCc1ccc2c(c1)OCO2,-6,13,2.9,0.5,-5,-2.0,-11,nt,-7,0.6,-12
CCC(C)(C)C1CCc2[nH]nc(C(=O)N/N=C(\C)c3ccco3)c2C1 (centres undefined),-5,-24,-2.1,-1.4,1,4.7,20,115,-13,2.9,8

# A second format for some results above:
> CN1C(=O)N(c2cccc3ccccc23)C(n2cncn2)C1(C)C (centres undefined)
  PfHsp90 set2: -13; OPRM1-OPRD1 inv: 5; AddAB inh: -0.8; E coli growth: 0.6; PKA-R1A act: 2; MOR-DOR ag: -0.8; Tat transport: -6; Pemphigus Ab inh: nt; Arr AP2 block: 11; phage Ecoli inh: 1.8; Mot1-301 SUMO: nt
> O=C(C1CCN(Cc2ccc(F)cc2)CC1)N1CCN(C/C=C/c2ccccc2)CC1
  PfHsp90 set2: -12; OPRM1-OPRD1 inv: 5; AddAB inh: 0.5; E coli growth: -0.3; PKA-R1A act: 8; MOR-DOR ag: -0.8; Tat transport: 22; Pemphigus Ab inh: 53; Arr AP2 block: 3; phage Ecoli inh: -0.3; Mot1-301 SUMO: 2
> Cc1ccc2c(c1)nnn2C1CCN(CC(=O)N2CCN(c3ccc(F)cc3)CC2)CC1
  PfHsp90 set2: 18; OPRM1-OPRD1 inv: 11; AddAB inh: 3.1; E coli growth: 0.6; PKA-R1A act: -10; MOR-DOR ag: -1.9; Tat transport: 3; Pemphigus Ab inh: 107; Arr AP2 block: 5; phage Ecoli inh: 1.4; Mot1-301 SUMO: 85

# A different layout for part of the listing above:
molecule	PfHsp90 set2	OPRM1-OPRD1 inv	AddAB inh	E coli growth	PKA-R1A act	MOR-DOR ag	Tat transport	Pemphigus Ab inh	Arr AP2 block	phage Ecoli inh	Mot1-301 SUMO
COc1ccccc1CCNC(=O)C(=O)NCC1OCCN1S(=O)(=O)c1ccc(Cl)cc1 (centres undefined)	-21	7	0.2	1.7	-5	-1.2	0	113	1	-0.7	-8
Cc1nc(N)c(C#N)c(-c2ccccc2Cl)c1C	24	3	0.5	1.2	-9	-0.5	18	nt	1	2.0	5
CN1C(=O)N(c2cccc3ccccc23)C(n2cncn2)C1(C)C (centres undefined)	-13	5	-0.8	0.6	2	-0.8	-6	nt	11	1.8	nt

# (cont.)
SMILES,PfHsp90 set2,OPRM1-OPRD1 inv,AddAB inh,E coli growth,PKA-R1A act,MOR-DOR ag,Tat transport,Pemphigus Ab inh,Arr AP2 block,phage Ecoli inh,Mot1-301 SUMO
CC(=O)NCCC(=O)Nc1ccc(C)c(F)c1,nt,14,0.9,1.2,0,-2.4,-7,nt,-3,1.7,1
COc1ccc(C2(CNC(=O)c3ccccc3)CCOCC2)cc1,nt,nt,1.3,-1.0,nt,nt,nt,87,6,3.5,-11
Cc1nnc(SCc2cnc(-c3ccc(C(C)C)cc3)s2)n1C,19,-5,4.9,4.5,-1,1.1,0,104,-4,5.8,-26
Cc1c(C)n(C)c2ccc(C(=O)NCCCN3CCCCC3C)cc12 (centres undefined),15,-9,1.6,-2.4,6,1.6,0,107,36,4.4,7
CCOc1cc(NC(=O)c2ccccc2OC)c(OCC)cc1NC(=O)c1ccccc1,11,15,3.3,0.8,-8,-3.2,-4,112,-5,1.3,-8
O=C(NC1CCCCC1)c1ccc(OC2CCN(Cc3ccccn3)CC2)cc1,0,5,2.6,-0.8,-2,-1.0,-2,100,14,nt,66
O=c1[nH]c2ccccc2nc1C(Nc1ccccc1)c1ccccc1 (centres undefined),7,-23,-0.4,0.0,-23,4.3,-1,90,-1,-1.0,-15
CCCc1ccc(OCCNC(=O)CC)cc1,-24,4,0.8,2.2,2,-0.6,5,103,10,2.5,-22
O=C(Nc1ccccc1Cl)C1CCCN(S(=O)(=O)c2cccc3cccnc23)C1 (centres undefined),-5,-9,2.7,2.7,3,1.8,-4,126,-2,3.0,-7
CCCCC(=O)OCc1cn(-c2ccc(Cl)cc2)nn1,7,0,2.9,2.2,-1,0.0,1,101,4,3.0,nt
COc1ccc(C(=O)Nc2ccc(S(=O)(=O)Nc3nccc(C)n3)cc2)cc1[N+](=O)[O-],2,11,2.7,1.6,1,-2.2,-11,119,-8,2.5,10
CC(=O)Nc1ccc(-c2c(C)cc3oc(=O)cc(-c4ccccc4)c3c2C)cc1,-61,18,-0.2,-0.2,-10,-3.6,3,97,-25,-0.9,nt
O=C(O)c1cccc(CSc2ncccn2)c1,-3,13,0.6,-0.2,-15,-2.4,-5,103,2,-0.6,10
Cc1cc(C)cc(NC(=O)N2CCCC2C(=O)Nc2ccc(-n3cnnn3)c(C)c2)c1 (centres undefined),9,1,1.3,2.2,2,-0.1,3,116,6,-3.0,12
CC(=O)c1c(OC(=O)c2ccccc2)c2ccccc2n1C,7,-27,2.6,-0.1,3,4.9,1,108,2,-0.5,85
COc1cc2c(cc1OC)C(COc1ccc(F)cc1)NCC2 (centres undefined),4,-3,2.6,-0.8,-19,0.6,-4,132,-1,-1.4,-4
COc1ccc(N2CCN(CC(=O)Nc3c(C)cc(C)cc3C)CC2)cc1,nt,8,0.8,0.6,-3,-1.7,0,114,9,2.8,554
Cc1ccc(CNC(=O)C(=O)NCC2OCCN2S(=O)(=O)c2ccc3c(c2)OCCO3)cc1 (centres undefined),10,-2,0.8,-1.1,-9,0.4,4,100,1,2.6,-3
COC(=O)CCCC(=O)N1CCC(CCC(=O)NC2CC2)CC1,-2,7,1.2,-1.3,0,-1.3,-2,106,12,3.8,17
CNC(=O)c1ccsc1NC(=O)c1ccc(S(=O)(=O)N2CCOCC2)cc1,19,10,-0.9,-1.7,-4,-2.0,-1,88,11,3.9,-5
O=C(O)c1cccc(NS(=O)(=O)c2ccc(Cl)c(C(=O)O)c2)c1,nt,20,1.3,-2.9,-12,-3.9,-1,96,4,3.6,i
CCCCNC(=O)N(O)C1N(/N=C/c2ccccc2OC)C(=S)SC1(C)C (centres undefined),-20,10,-0.4,-0.2,-12,-2.0,-11,108,11,0.9,-7
CCc1nnc(NC(=O)CSc2nnc3ncccn23)s1,14,17,3.1,-0.7,-5,-3.2,9,nt,-3,nt,9
COc1ccccc1OCCNC(=O)C1CCCCC1,nt,-7,0.0,1.3,0,1.4,0,107,-10,1.8,36
CC1CC(C)CN(C(=O)C2CCCN(S(=O)(=O)c3cnc[nH]3)C2)C1 (centres undefined),1,4,1.3,0.2,1,-0.7,2,84,3,0.2,-9
Cc1cc[n+](CC(=O)c2ccc3c(c2)OCCO3)cc1,20,19,-2.4,-0.8,-1,-2.9,-5,84,29,5.5,3
O=C(COC(=O)c1ccc(O)cc1O)Nc1ccc2c(c1)OCCO2,-8,16,-0.1,-0.2,11,-3.7,-2,88,-3,1.0,0
Cc1ccc(CSc2nnc(NC(=O)C3=COCCO3)s2)cc1,18,-1,1.6,0.5,5,0.3,-10,nt,20,3.1,21
Cc1nn(C)c(C(=O)NC(=S)Nc2ccccc2O)c1Cl,-21,23,0.2,-1.9,-9,-4.4,-1,nt,-1,-1.6,1
COc1ccc(S(=O)(=O)Nc2cc(C(=O)NCCC(C)C)ccc2N2CCOCC2)cc1,-8,2,2.3,-0.7,-3,-0.3,-1,104,0,0.5,-6
COC(=O)c1cc(S(=O)(=O)NCc2ccc(S(N)(=O)=O)cc2)oc1C,3,5,3.0,1.5,-6,-1.0,2,108,4,0.1,-13
CC(C)c1ccc(S(=O)(=O)N2CCN(C(=O)[C@@H]3CCCN3C(=O)c3cccs3)CC2)cc1,nt,9,nt,nt,-2,-1.4,1,107,-8,4.8,nt
Oc1c(CN2CCOCC2)cc(CN2CCOCC2)c(O)c1CN1CCOCC1,20,-4,nt,nt,1,0.8,7,nt,5,3.0,nt
CCOC(=O)CCC(=O)N(CCN(C(=O)CCC(=O)OCC)c1ccccc1)c1ccccc1,16,1,1.3,-0.3,5,-0.2,1,101,-5,1.9,-14
CC1CCN(S(=O)(=O)c2cn(CC(=O)N3CC(C)CC(C)C3)c(=O)c3ccccc23)CC1 (centres undefined),9,18,-0.8,0.1,0,-3.3,14,130,19,2.6,6
CC(C)Nc1ncnc2ccc(Br)cc12,-8,3,2.5,1.2,0,-0.6,-11,99,5,3.8,314
NS(=O)(=O)c1ccc(NC(=O)/C=C/c2ccccc2Cl)cc1,nt,6,3.4,-1.2,-3,-1.1,-3,120,-21,1.2,-3
CN1CCC(=NNC(=O)C(=O)Nc2ccccc2)CC1,nt,3,2.7,-1.4,0,-0.5,-1,102,1,-1.4,-4
